Screening data deposited in PubChem by several laboratories.
Hck Nef HTS = inhibitors of human Hck kinase activated by Nef. Recombinant Hck-YEEI plus Nef, Z-Lyte FRET kinase assay. inhibition, % at 20 µM. actives 0.68% (n = 220,000);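 active = Hck-Nef kinase inhibition above about 50%, limit read from the data; inactive = inhibition below that limit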;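 also: 0% = DMSO with Hck plus Nef and 100% = Hck alone without Nef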
Target sequence (P08631 whole entry, looked up): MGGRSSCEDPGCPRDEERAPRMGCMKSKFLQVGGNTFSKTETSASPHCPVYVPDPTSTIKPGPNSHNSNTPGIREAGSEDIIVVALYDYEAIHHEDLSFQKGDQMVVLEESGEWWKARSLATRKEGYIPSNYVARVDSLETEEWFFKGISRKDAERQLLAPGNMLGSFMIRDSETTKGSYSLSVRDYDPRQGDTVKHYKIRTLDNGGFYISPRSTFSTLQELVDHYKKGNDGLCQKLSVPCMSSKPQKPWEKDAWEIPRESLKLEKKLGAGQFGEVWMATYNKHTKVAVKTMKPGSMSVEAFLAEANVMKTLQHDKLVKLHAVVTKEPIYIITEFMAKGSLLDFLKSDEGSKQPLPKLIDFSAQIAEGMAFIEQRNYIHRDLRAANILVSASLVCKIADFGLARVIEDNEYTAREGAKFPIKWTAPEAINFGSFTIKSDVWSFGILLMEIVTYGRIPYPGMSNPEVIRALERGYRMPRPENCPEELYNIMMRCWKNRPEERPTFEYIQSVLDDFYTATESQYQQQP
p47phox inh = inhibitors of human p47phox binding; inhibition, % at 24.7 µM; actives 0.53% (n = 220,000); p47phox/p22phox peptide binding, fluorescence polarization, 2 h; P14598;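 active = inhibition above about 30%, limit read from the data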;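 also: 0% = p47phox with labelled peptide and 100% = labelled peptide alone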
14-3-3 Bad PPI = disrupts binding of bovine 14-3-3 zeta to phospho-Bad peptide. P63103. actives 0.71% (n = 220,000). TR-FRET 14-3-3zeta/Dy647-pBad peptide displacement, 1 h. inhibition, % at 21.7 µM;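 active = inhibition above about 70%, limit read from the data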;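 also: 0% = full 14-3-3 plus peptide FRET controls and 100% = background without 14-3-3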
Target sequence (P63103 whole entry, looked up): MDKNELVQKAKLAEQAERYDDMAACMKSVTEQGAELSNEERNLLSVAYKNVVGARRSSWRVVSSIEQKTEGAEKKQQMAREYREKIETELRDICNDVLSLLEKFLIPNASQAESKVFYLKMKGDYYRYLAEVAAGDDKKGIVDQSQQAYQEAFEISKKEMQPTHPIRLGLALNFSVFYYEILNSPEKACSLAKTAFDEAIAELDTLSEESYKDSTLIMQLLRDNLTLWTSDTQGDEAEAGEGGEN
TbHK1 inh = blocks Trypanosoma brucei hexokinase 1 activity. recombinant TbHK1, G6PDH-coupled NADH A340. inhibition, % at 10 µM. actives 0.11% (n = 220,000);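 active = inhibition of 50% or more in the single-dose primary screen; inactive = inhibition below 50%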
Runt-SMMHC FRET = blocks binding of human RUNX1 Runt domain to CBFb-SMMHC | inhibition, % at 20 µM | actives 0.74% (n = 220,000) | Q01196+Q13951 | Cerulean-Runt/Venus-CBFb-SMMHC FRET ratio 530/480, 1 h;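 active = mean inhibition across duplicate retests at 20 µM reaching about 50%, limit read from the data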;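 also: 0% = DMSO wells and 100% = wells with excess untagged CBFb-SMMHC; inhibitors lower the FRET ratio by blocking Runt binding to CBFb-SMMHC; some results filed as inactive read as strong as hits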
MDM2 E3 inh = Mdm2 E3 ligase (human) inhibition; Q00987; cell-based MDM2 ubiquitination luciferase reporter, 2 h; 0 = plate control, 100 = twice control, blank-subtracted; signal enhancement, % at 5 µM; actives 0.11% (n = 210,000); AID 1230;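 active = signal enhancement of 30% or more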;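 also: luminescence tracks abundance of the self-degrading MDM2-luciferase fusion protein; higher signal means inhibition of MDM2 E3 ligase activity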
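system = mammalian cells stably expressing self-ubiquitinating, self-degrading MDM2 E3–luciferase fusion | quantity = 2000 cells per well seeded | incubation = 4 h cell settling then 2 h compound exposure, 37 °C | signal = SteadyLite luminescence, 15 min reagent step | benchmarks = plate control and blank wells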
Runt-CBFb FRET = inhibitors of human RUNX1 Runt domain binding to CBFb. Cerulean-Runt/Venus-CBFb FRET ratio 530/480, 1 h. inhibition, % at 20 µM. actives 0.46% (n = 220,000). AID 1496;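 active = inhibition over about 50% at 20 µM in the single-dose screen, limit read from the data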;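 also: 0% = DMSO wells and 100% = excess unlabeled CBFb competitor control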
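Reagent – Venus-CBFb binding partner, 100 nM · Assay system – Cerulean-tagged RUNX1 Runt domain (FRET donor) fusion protein · Input – 100 nM per protein · Incubation – two 1 h room-temperature incubations shielded from light · Measured by – FRET fluorescence · Medium – Tris buffer pH 7.5 with salts and BSA · Benchmarks – unlabeled CBFb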
zVAD death inh = L929 zVAD cell death inhibition. actives 0.38% (n = 220,000). AID 1377. L929 zVAD necroptosis rescue, ATP luminescence, 24 h; with zVAD 60 µM. viability rescue, % at 10 µM;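 active = activation, scaled between plate controls, above about 75%, limit read from the data; inactive = activation under that limit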;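 also: 0% = zVAD with DMSO and 100% = DMSO alone without zVAD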
EBV gp42 block = blocks Epstein-Barr virus glycoprotein 42 binding; Q1HVG2; Fluorescence polarization binding assay, mP read-out; inhibition, % (tested at 21.74 µM); actives 0.42% (n = 220,000); AID 1085; in the data active = inhibition above about 50%
Target sequence (Q1HVG2 whole entry, looked up): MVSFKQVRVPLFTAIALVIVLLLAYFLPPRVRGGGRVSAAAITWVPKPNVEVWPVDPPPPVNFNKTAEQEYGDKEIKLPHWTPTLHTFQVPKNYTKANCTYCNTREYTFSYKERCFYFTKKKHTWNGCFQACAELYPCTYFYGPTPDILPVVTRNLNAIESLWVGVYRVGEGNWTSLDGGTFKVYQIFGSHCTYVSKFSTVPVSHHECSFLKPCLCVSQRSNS
Numbers without * were called inactive; . = no result given; & = joins results of further samples; ! = repeats disagree; [ ] = another dose, or the depositor's remark.

Values run as follows: Hck Nef HTS	p47phox inh	14-3-3 Bad PPI	TbHK1 inh	Runt-SMMHC FRET	MDM2 E3 inh	Runt-CBFb FRET	zVAD death inh	EBV gp42 block
C/C(=N\Nc1nc(-c2cc(C)ccc2C)cs1)c1cc2ccccc2oc1=O
  2	-36	-9[fluorescence artefact?]	-3	-7	-3	-2	0.9	-29
CCCN1CCC(NC(=S)Nc2cccc(Cl)c2Cl)CC1
  10	4	-17	-3	0	-1	2	13	-4
O=C1CC(c2ccsc2)c2ccc3ccccc3c2N1 (stereo not given)
  13	-5	-3	6	-4	-46	-1	-2.7	-2
CS(=O)(=O)NN1C(=O)c2ccccc2NC1c1cccc(O)c1 (stereo not given)
  -2	0	-3	-13	12	-7	2	-0.2	0
O=C1NCCC/C1=N/Nc1cc(F)ccc1F
  14	-16	-5	-43	1	-14	-3	0.5	-16
O=C1c2ccccc2S(=O)(=O)N1CC1CC(c2ccccc2Cl)=NO1 (stereo not given)
  -3	-7	1[fluorescence artefact?]	3	-1	-15	-2	.	-9
Cc1ccc(/C=C/C(=O)OCn2nnc3ccccc3c2=O)o1
  32	-16	-5	-37	2	.	3	0.0	3
COc1n[nH]c(C(=O)Nc2nc3ccccc3s2)c1[N+](=O)[O-]
  -1	-16	-6	-2	0	-18	1	0.3	4
CC(C)c1ccc(C2NC(=S)NC3=C2C(=O)CC(C)(C)C3)cc1 (stereo not given)
  2	-9	4	-4	3	-8	0	1.8	-27
CCOC(=O)CSc1cccc2cccnc12
  1	-4	-12	-4	0	-12	3	0.8	-13
Cc1cc(C)n(-c2nc3ccccc3nc2N2CCN(S(=O)(=O)c3ccc4ccccc4c3)CC2)n1
  0	-11	-9[fluorescence artefact?]	-14	12	-44	5	-0.4	-22
COc1ccc(Cn2cnc([N+](=O)[O-])c2)cc1[N+](=O)[O-]
  -2	1	99*	-18	-5	-3	-1	-0.6	-11
S=C(Nc1ccc(Br)cc1Cl)Nn1cnnc1
  -6	-10	1	-6	0	1	7	-0.4	-19
NS(=O)(=O)c1ccc(CNC(=O)/C=C/c2cccc([N+](=O)[O-])c2)cc1
  14	-7	-8	-13	2	-7	-1	0.3	-10
Cc1cc(=O)[nH]c(SC/C=C/c2ccccc2)n1
  1	-2	-5	-4	3	3	0	0.1	-15
CCN(CC)Cc1oc(-c2ccccc2)cc1C(=O)O
  18	-1	9	8	0	-10	6	-1.0	-10
COc1ccc(-n2c(=O)[nH]cc(C(=O)Nc3ccccc3)c2=O)cc1
  2	-15	2	-12	4	-13	2	0.8	-10
Cc1cc(C)cc(C(=O)N2CCCCCC2)c1
  0	-1	-8	27	-1	-16	0	0.7	16
Cc1nnc(SCC(=O)c2c(N)n(Cc3ccccc3)c(=O)n(C)c2=O)n1C
  20	-1	-1	0	-2	-33	1	0.2	-21
COc1ccc(NS(=O)(=O)c2cc(C(=O)O)ccc2C)cc1
  1	-7	23	24	-2	0	1	0.0	-3
COc1ccc(C(=O)c2oc3ccccc3c2NC(C)=O)cc1
  0	-6	-4	-17	-17	1	-2	0.3	7
COc1ccc(C(=O)COC(=O)[C@H](C)Nc2ccc(C(F)(F)F)cc2[N+](=O)[O-])c(OC)c1
  0	-14	-4	6	-2	-10	0	0.2	-15
COc1cccc(C2=NOC(C(=O)Nc3cc(C)nn3-c3ccccc3)C2)c1OC (stereo not given)
  19	-7	0	-7	-2	-19	1	1.0	-21
COc1ccc(C(=O)NNC(=S)NC(=O)c2cccnc2)cc1
  18	2	-19	-17	-2	0	10	-0.4	-21
CCCOc1ccc(NC(=O)CC2C(=O)N(C)C(=S)N2Cc2cccs2)cc1 (stereo not given)
  0	-1	2	3	-3	-6	-6	0.4	-12
O=C(CSc1cnc2ccccc2n1)c1ccc(F)cc1
  3	-14	-3	-4	-2	-23	-2	0.1	-11
CC12COC3(C(=O)Nc4ccccc4F)CC1CCC32C (stereo not given)
  31	-2	-8	-1	2	-25	-1	10	-17
COc1ccc(NC(=O)C2CSC3c4ccccc4C(=O)N23)cc1 (stereo not given)
  2	3	-8	2	4	-5	0	-0.2	1
COc1ccc(C(c2c(O)cc(C)oc2=O)c2c(O)cc(C)oc2=O)cc1
  0	-11	8	-8	-20	-5	1	-0.3	-9
CCOC(=O)c1nc[nH]c1C
  -17	1	3[fluorescence artefact?]	-1	-1	-11	0	0.6	-33
CC(=O)Nc1ccc(S(=O)(=O)N2CCN(c3cc(C)nc4ncnn34)CC2)cc1
  27	7	-1	9	-4	-9	-2	0.4	-10
CCCC(c1nnnn1Cc1ccc(OC)cc1)N1CCN(c2ccccc2)CC1 (stereo not given)
  -8	2	3	-4	1	1	-1	-1.3	-7
C=CCn1c(=O)c2ccccc2n2c(SCC(=O)c3ccccc3)nnc12
  0	-34	2	-3	2	-8	2	-0.7	-24
S=C(NCc1ccco1)NC1CCCc2ccccc21 (stereo not given)
  19	3	-11	-1	1	-1	5	1.0	6
C=CCN=C1CC(C)(C)CC(=O)/C1=C(\O)c1ccccc1
  1	2	1	-13	1	-14	-3	0.0	-16
Cc1nnc(SCc2cccc([N+](=O)[O-])c2)o1
  19	-12	-1	-4	-1	2	0	16	-8
CC(C)c1ccc(C(=O)CSc2ncn[nH]2)cc1
  0	5	5[fluorescence artefact?]	5	-37	-15	2	-0.2	-15
COc1ccc(Cc2noc(CN(C)Cc3cccc(-n4cccn4)c3)n2)cc1OC
  14	4	-1	10	-2	-44	0	-0.7	-14
COc1ccc(CC2(CO)CCN(Cc3cnn(-c4ccccc4)c3)CC2)cc1
  19	-1	11	14	1	-29	2	0.2	-6
O=C(Nc1nnc(SCC(=O)N2CCOCC2)s1)c1ccccc1Cl
  2	7	-14	-2	0	-11	-2	0.3	-7
CCC(C)C1C(C#N)=C(N)OC2=C1C(=O)CC(C)(C)C2 (stereo not given)
  2	-10	1	-7	-5	-9	-1	0.4	-24
c1ccc(Oc2nnc(-c3cccs3)c3ccccc23)cc1
  0	-4	-1	2	-3	-10	-3	1.6	-7
O=C(NC1CCCCC1)C(c1ccncc1)N(Cc1ccc2c(c1)OCO2)C(=O)C(F)(F)F (stereo not given)
  4	-10	-6	6	11	-3	8	0.8	-10
COCCNCCCCOc1ccc(C)cc1[N+](=O)[O-]
  2	1	46	-8	4	26	4	.	-5
CCOc1ccc(CN2CCN(C3CCSCC3)CC2CCO)cc1 (stereo not given)
  7	-2	-18	-11	-1	-4	-1	-1.0	2
COc1ccccc1Nc1nc(C2(C)CCC(=O)O2)cs1 (stereo not given)
  4	-3	-7	-2	-1	-9	-2	-0.1	1
COc1cc(-c2cc(C(=O)Nc3ccc(N4CCOCC4)cc3)c3ccccc3n2)cc(OC)c1OC
  11	-11	-10	-34	1	-15	-3	1.8	1
C=CCN1CC(c2nc3ccccc3n2Cc2ccccc2)CC1=O (stereo not given)
  -2	-3	-13	0	-2	-17	-1	-1.2	1
CC(C)c1nccn1S(=O)(=O)c1cccc([N+](=O)[O-])c1
  1	5	0	31	2	-16	2	0.0	-5
COC(=O)c1sccc1NC(=O)CC1C(=O)NCCN1C(=O)c1c(F)cccc1Cl (stereo not given)
  10	2	-3	-4	-5	-2	-3	1.9	-14
CCOc1cc(/C=N/NC(=O)CSc2nncn2C)ccc1OC(=O)c1ccc(Cl)cc1
  -1	-6	5	16	-6	0	-3	0.9	0
CNCCc1ccccn1
  -10	-2	20	3	0	.	-3	-0.6	-10
O=C(NCc1ccc(F)cc1)C1CCN(S(=O)(=O)c2ccc3c(c2)OCCCO3)CC1
  1	2	0	4	1	-1	0	1.0	-13
Cc1cc(C)c2c(c1)cc(C)c1nnc(SCC(=O)Nc3ccc(S(=O)(=O)N4CCCCC4)cc3)n12
  5	-9	-13[fluorescence artefact?]	16	-2	-4	-7	0.6	15
O=C(Nc1cccc(Cl)c1)Nc1nccs1
  1&-2	-17&-8	1&1	-5&1	-1&1	-5&7	-1&0	82*!	-10&-19
Cc1nc2ccc(S(=O)(=O)N(C)CC(=O)Nc3ccccc3F)cc2s1
  12	1	-8	-7	-1	0	-2	0.4	1
CCc1cc(C(=O)O)c(NC(=O)/C=C/c2ccc(OC)c(OC)c2)s1
  -4	-17	-7	-16	-3	2	-1	21	-7
CCOc1ccccc1NC(=O)CSc1nnc(Cc2cccn2C)n1-c1ccc(F)cc1
  15	-13	1	3	-7	0	-1	0.0	-28
OCC(Cc1ccc2c(c1)OCO2)C(CO)Cc1ccc2c(c1)OCO2 (stereo not given)
  34	5	-4	-1	2	-26	1	-0.2	-19
COc1ccc(NC(=O)c2oc3ccccc3c2C)c(OC)c1
  7	-14	6	19	1	-3	-4	-0.5	-13

(listing goes on)
Values run as follows: Hck Nef HTS	p47phox inh	14-3-3 Bad PPI	TbHK1 inh	Runt-SMMHC FRET	MDM2 E3 inh	Runt-CBFb FRET	zVAD death inh	EBV gp42 block
CCOC(=O)c1nnn(-c2nonc2N)c1CN(CC)c1ccccc1
  2	-7	-4	1	1	-20	-2	-0.2	-8
O=C(Cn1cccc1C(=O)c1ccccc1)NCc1cccs1
  1	1	11	-5	-3	-7	0	0.1	9
CN(C)CCCN1C(=O)C(=O)/C(=C(/O)c2ccncc2)C1c1cccc(Br)c1 (stereo not given)
  1	-3	-2	-26	-3	-7	0	-0.2	-17
CCOC(=O)C1(CC)NC(c2ccco2)C2C(=O)N(CC)C(=O)C21 (stereo not given)
  -1	-1	-5[fluorescence artefact?]	-5	-1	5	2	-0.1	-23
O=C(CSc1ncnc2ccccc12)NCC(=O)c1ccccc1
  25	13	-12	-1	0	-7	-1	61	-11
NC(=O)c1ccsc1NC(=O)C1CCCCC1
  0	-8	-6	-8	-3	-2	1	1.8	-7
C=C1SC(=Nc2ccccc2Cl)N(C(=O)c2sc3ccccc3c2Cl)C12CCCCC2
  0	-3	2	-28	2	5	10	1.4	-4
O=C(NC1CCCCC1)Oc1cc2oc(=O)sc2cc1Br
  -7	-7	-1	-6	8	-8	38	-0.7	-13
Cc1ccc(Sc2nc(C)c([N+](=O)[O-])c(C)c2C#N)cc1
  23	-10	4	-13	-1	-2	-2	0.5	-5
